# A549 viability: kills or reduces viability of A549 cells in Nrf2 counter-screen; A549 ARE-Fluc cells, CellTiter-Fluor viability, 18-24 h; Potency, µM (doses to about 46 µM), for the others: at the top dose activity change, negative = cytotoxicity, hits mostly inhibitors; hit rate 0.16% among 390,000; AID 504648; note: potency is the fitted concentration of half-maximal effect; % is set by controls: 0 for no effect and ±100 for the full control effect
#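 A549 ARE-Fluc cells in 5% FBS OPTI-MEM, 5000 cells/well, rested 2 h then exposed to compounds in concentration-response for 18-24 h at 37 °C. Viability by CellTiter-Fluor fluorescence (Ex 405/Em 525) after 30 min; luciferase luminescence (BugLite, 15 min, RT) read afterwards.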
# MmCpn inh: blocks the Methanococcus maripaludis chaperonin Mm-Cpn | purified Mm-Cpn ATPase, ADP Transcreener TR-FRET | Potency, µM (series often up to 76.9 µM), for the others: at the highest dose activity, negative = inhibition, usual class: inhibitors | hit rate 0.031% among 330,000 | AID 504842; note: potency is the fitted concentration of half-maximal effect; % is set by controls: 0 for no effect and ±100 for the full control effect; nearly all actives have a fitted effect of over 80% in size
#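 25 nM Mm-CPN + cpd, 10 min 37°C; + 10 uM ATP, 30 min 37°C; buffer 30 mM Tris pH 7.4, 100 mM KCl, 5 mM MgCl2, 1 mM DTT; Transcreener ADP HTRF detection 30 min RT.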
# TGFb SMAD3 inh: TGF-b pathway inhibition | HepG2 CAGA-GFP TGF-b/SMAD3 reporter, GFP fluorescence, 18 h; TGF-beta stimulated, 500 pg/mL final | Potency, µM (titrated, usually from 46.1 µM), for inactives: top-dose activity, negative = inhibition, hits mostly inhibitors | hit rate 1.2% among 410,000; note: potency is the fitted concentration of half-maximal effect; % is set by controls: 0 for no effect and ±100 for the full control effect; nearly all actives have a fitted effect of over 65% in size
#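 HEPG2 CAGA-GFP cells (1000/well, DMEM with 1% FBS) were pre-incubated 2 h at 37 degrees C, given compound by pin tool, then stimulated with TGF-beta at 500 pg/mL final for 18 h before per-cell GFP fluorescence imaging.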
# CCT modulator: changes cytosolic chaperonin activity. AID 651819. activity change, % (test concentration not listed), hits read low. hit rate 0.3% among 360,000. purified chaperonin ATPase assay, HTRF ADP detection, 30 min; in the data active = activity change below about -30%; note: % is set by controls: 0 for no effect and ±100 for the full control effect
#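 Enzyme 40 or 20 nM (batch-dependent) in Tris pH 7.4/KCl/MgCl2/DTT; cpd 76 uM single point; ATP 10 uM; 30 min 37 °C; Transcreener ADP HTRF detection, 30 min RT; ratio 665/615.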
# Nrf2 ARE act: Nrf2 pathway activation | Potency, µM (highest dose often 46.1 µM), inactives show at the highest dose activation, usual class: activators | AREc32 ARE-luciferase reporter (MCF7-derived line), luminescence, 24 h | hit rate 0.31% among 410,000; note: potency is the fitted concentration of half-maximal effect; % of control where 0% means no effect; nearly all actives have a fitted effect of over 65% in size
#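 AREc32 cells carrying an ARE-driven firefly luciferase, 1000 cells/well in OPTI-MEM with 5% FBS, dosed after overnight attachment and incubated 24 hr at 37 deg C. Steady-Glo luminescence read after 30 min at RT.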
# pAkt inh: Akt phosphorylation inhibition; AID 651550; Neuro2A IGF-stimulated pAkt S473 HTRF, 20 min; hits give low values; hit rate 0.32% among 360,000; activity change, % for hits at 50 µM; in the data active = activity change below about -80%; inconclusive = mostly about -51% to -80%; note: % is set by controls: 0 for no effect and ±100 for the full control effect
#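 Neuro2A cells in DMEM with 0.5% FBS, overnight at 37 deg C, given compound at single 50 µM final, then IGF (6 nM final) for 20 min at 37 deg C. Lysed; phospho-Akt Ser473 by HTRF after 24 h, 665/615 ratio.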
# HepG2 viability: kills HepG2 cells in TGF-b inhibitor counter-screen. HepG2 CAGA-GFP viability, ATP luminescence, 18 h. Potency, µM (doses to about 46.1 µM), without a hit: top-dose activity change, negative = cytotoxicity, hits mostly cytotoxic. hit rate 0.76% among 410,000; note: potency is the fitted concentration of half-maximal effect; some results filed as inactive show a strong effect at the top dose
#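 HepG2 CAGA-GFP cells (1000/well, DMEM with 1% FBS) received compound, then TGF-beta at 500 pg/mL final, and were incubated 18 hours at 37 degrees C. Viability was read by CellTiter-Glo luminescence. Media-only wells were set as complete cell-killing and DMSO as no toxicity.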
# Nrf2 block: inhibitors of Nrf2 signaling; hit rate 2.1% among 360,000; A549 ARE-Fluc reporter, luciferase luminescence, 18-24 h; Potency, µM (titrated, usually from 46 µM), for inactives: at the highest dose activity change, negative = inhibition, usual class: inhibitors; AID 504444; note: potency is the fitted concentration of half-maximal effect; % is set by controls: 0 for no effect and ±100 for the full control effect; nearly all actives have a fitted effect of over 60% in size
#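 A549 ARE_Fluc cells (5000/well, 5% FBS OPTI-MEM) pre-incubated 2 h, then treated with compounds 18-24 h at 37C/5% CO2 in concentration-response. CellTiter-Fluor viability read first; BugLite luciferase luminescence after 15 min at room temperature gives Nrf2 activity.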
# Abeta yeast res: restores growth of yeast expressing A-beta42 peptide; Potency, µM (highest dose often 46.1 µM), for the others: at the highest dose growth rescue, most hits filed as activators; hit rate 0.063% among 410,000; yeast expressing A-beta42, growth rescue, OD600, 48 h; response scale: 0% DMSO, 100% iron-clioquinol control; note: potency is the fitted concentration of half-maximal effect; nearly all actives have a fitted effect of over 55% in size
#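 Yeast growth medium received pinned compounds, then yeast cells expressing toxic A-beta were added; plates incubated at 30 C for 48 hr. Growth read as absorbance at 600 nm, normalized to DMSO and equimolar FeCl3 plus clioquinol controls.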
# Numbers without * were called inactive; i = inactive; u = inconclusive; x = no result given; [ ] = another dose, or the depositor's remark. Unless noted, calls come from the whole dose curve; as a rule, active = well fitted curve in the direction sought with a large enough effect; inconclusive = small, poorly fitted or top-dose-only effect, or another doubt; inactive = no such curve, though single readings can be large; an effect the other way counts as inactive or inconclusive.
# The opening 2 records, to show the layout:
# The line under a structure holds: pAkt inh	CCT modulator	Abeta yeast res	Nrf2 ARE act	Nrf2 block	TGFb SMAD3 inh	A549 viability	MmCpn inh	HepG2 viability
Cc1ccc(CNC(=O)C(=O)NCC(c2cccs2)S(=O)(=O)c2ccccc2)cc1 (stereo not drawn)
    x	x	2.7%	-0.8%	x	-20.7%	-2.5%	x	-20.3%
CN(C)CCN1C(=O)C(=O)/C(=C(/O)c2ccc(OCc3ccccc3)cc2)C1c1ccncc1 (stereo not drawn)
    x	-0.8	12.5%	0.1%	-1.6%	18.1%	-5.2%	1.7%	30.3%

# The listing (from the top)
# The line under a structure holds: pAkt inh	CCT modulator	Abeta yeast res	Nrf2 ARE act	Nrf2 block	TGFb SMAD3 inh	A549 viability	MmCpn inh	HepG2 viability
Cc1ccc(CNC(=O)C(=O)NCC(c2cccs2)S(=O)(=O)c2ccccc2)cc1 (stereo not drawn)
    x	x	2.7%	-0.8%	x	-20.7%	-2.5%	x	-20.3%
CN(C)CCN1C(=O)C(=O)/C(=C(/O)c2ccc(OCc3ccccc3)cc2)C1c1ccncc1 (stereo not drawn)
    x	-0.8	12.5%	0.1%	-1.6%	18.1%	-5.2%	1.7%	30.3%
O=C(c1ccc2c(Cl)c3c(nc2c1)CCCC3)N1CCN(c2ccc(Cl)cc2)CC1
    x	x	-3.1%	0.5%	4.9%	-7.6%	-6.0%	x	1.5%
CCc1ccc(C(=O)Nn2c(C)nc3ccccc3c2=O)cc1
    i	-0.9	-12.1%	1.0%	0.6%	-14.1%	-2.2%	0.1%	-9.3%
CCC(C)NC(=O)C1CCCN(C(=O)NC2CCCCC2)C1 (stereo not drawn)
    i	-5.6	7.6%	0.2%	-25.4%	9.0%	0.4%	2.1%	-6.1%
CCOC(=O)c1c(NC(=O)Cc2ccccc2)sc2c1CCN(CC)C2
    i	1.0	3.8%	0.3%	2.6%	-21.3%	4.8%	-0.1%	-22.9%
COc1ccc(NC(=S)N(CCC(C)C)C2CCN(C(C)=O)CC2)cc1
    i	-1.1	10.4%	-0.5%	5.3%	-4.2%	-0.1%	0.1%	2.4%
COc1ccc(C(=O)NC(C)c2nc3ccccc3n2C)cc1OC (stereo not drawn)
    i	-2.4	-4.2%	-0.2%	-10.7%	0.0%	-10.0%	1.9%	-12.0%
c1ccc(-c2nnc(SCC3CCCCO3)nc2-c2ccccc2)cc1 (stereo not drawn)
    i	-1.8	-6.6%	0.2%	3.8%	0.0%	6.3%	0.5%	0.0%
Cc1cc(C(=O)N/N=C/c2cccc(OC(=O)c3ccco3)c2)n[nH]1
    i	0.3	-0.4%	0.6%	11.7%	-5.5%	-6.4%	1.6%	-18.8%
CSCCC(NS(=O)(=O)c1ccc2c(c1)oc(=O)n2C)C(=O)NCc1ccc(F)cc1 (stereo not drawn)
    x	x	-2.3%	-0.3%	-14.0%	3.8%	0.1%	x	-7.8%
O=C(COc1ccc2ccccc2c1)Nc1cccc(C(=O)Nc2ccccc2C(=O)O)c1
    i	-2.1	-0.3%	0.0%[9.22 µM]	-13.6%	u	-1.0%	4.1%	9.7%
COc1ccc(NC(=S)N(Cc2ccc(Cl)cc2)Cc2ccc(C(=O)O)cc2)cc1Cl
    i	0.5	-13.8%	2.7%	-16.2%	-10.8%	1.0%	2.6%	3.9%
Cc1ccc(O)c(C(=O)c2cnc3c(c2)COc2ccccc2-3)c1
    i	-3.1	-22.9%	0.1%	u	0.2%	-1.8%	2.8%	8.1%
O=C(CNC(=O)N1CC(=O)Nc2ccccc21)NCc1ccccc1
    i	-0.5	4.2%	-0.4%	7.8%	1.5%	-0.7%	3.1%	9.6%
Cc1ccc(S(=O)(=O)N2CC3CCCN3c3ccc(C(F)(F)F)cc32)cc1 (stereo not drawn)
    i	0.9	2.7%	1.5%	u	3.2%	-3.1%	1.6%	-12.3%
CCOC(=O)c1c(C)[nH]c(N=Nc2cccc(C)c2)c1C
    i	2.7	-35.6%[inhibitor]	9.8%	u	u	u	-0.4%	-72.3%
COC(=O)c1ccc(CNC(=O)c2ccc(S(=O)(=O)N3CCCC(C)C3)cc2)cc1 (stereo not drawn)
    i	-1.3	6.0%	-0.3%	-7.1%	u	1.1%	0.0%	-9.6%
CCc1cccc2c1NC(=O)C2(O)N1CCCC(C)C1 (stereo not drawn)
    i	-1.7	-5.1%	0.4%	-7.3%	14.4%	-14.1%	0.4%	-1.5%
Cc1ccc2c(CC(=O)Nc3c(C(=O)c4ccc(F)cc4)oc4ccccc34)coc2c1
    x	x	-15.6%	5.5%	2.5%	-2.1%	1.7%	x	-3.1%
Cc1c(C)n2c(SCC(=O)Nc3ccc4c(c3)OCCO4)nnc2[nH]c1=O
    i	-1.1	-6.5%	-0.5%	14.1%	-3.4%	6.4%	0.1%	10.9%
COc1ccc(-n2c(Cc3cccn3C)nnc2SCC(=O)Nc2ccc(C)cc2)cc1
    i	-3.0	u	0.3%	4.6%	-2.7%	-4.2%	0.0%	-5.2%
Cc1ccc(NC(=O)CNC(=O)c2ccc(Br)o2)nc1
    i	-1.1	-0.7%	0.5%	0.6%	u	-0.2%	-0.7%	2.7%
COc1cccc(CNC(=O)[C@@H]2CCCN2)c1
    i	0.5	-5.1%	-0.4%	x	x	x	x	x
N#Cc1ccc(NC(=O)c2sc3cc(C(F)(F)F)cnc3c2-c2cccs2)cc1
    u	-2.4	13.6%	-0.7%	-17.4%	-4.4%	-19.4%	-3.1%	4.4%
CSc1ccc(CCNC(=O)c2cc(C)nc3c2c(C)nn3-c2cccc(F)c2)cc1
    x	x	-17.8%	4.1%	u	-13.8%	u	x	-6.9%
S=C(Nc1cccc2ccccc12)NN1CCCCCC1
    i	0.6	u	5.7%	u	-7.2%	-1.4%	x	-29.9%
Cn1c(COc2ccccc2)nnc1SCC(=O)NNC(=O)C1CCCCC1
    i	-7.4	-10.3%	-0.6%	u	7.0%	-5.4%	0.5%	4.7%
COCC(C)NC(=O)c1cc(S(=O)(=O)N2CCCCC2)ccc1N1CCOCC1 (stereo not drawn)
    i	-2.9	17.0%	-0.3%	-5.0%	2.0%	-0.4%	1.5%	-16.5%
O=C(CSc1c2c(nc3cc(Cl)ccc13)CCCC2)NCc1ccco1
    i	-0.4	2.7%	u	16.2%	17.8µM*	-10.1%	-10.3%	-44.1%
COc1ccc(/C=N\NC(=O)c2nn(C)cc2Cl)cc1CN1CCOCC1
    i	-1.4	-14.6%	-1.0%	6.6%	3.7%	0.4%	-0.1%	14.8%
Cc1cc(C)c2nc(N3CCCC3)c(C#N)cc2c1
    i	-2.2	-4.2%	0.3%	16.2%	1.7%	0.3%	-1.4%	-33.2%
COC(=O)c1cc(OC)c(OC)cc1NC(=O)Nc1ccccc1OC
    x	0.2	12.6%	-0.3%	-17.1%	0.0%	-12.9%	-0.5%	-6.9%
COc1ccc(-n2c(=S)[nH]c3cc(C(=O)N(C)Cc4ccccc4)ccc3c2=O)cc1
    i	-3.2	2.2%	0.4%	u	10.0%	-19.9%	-0.6%	-1.9%
CCCCn1c(N)c(N(Cc2ccccc2OC)C(=O)C(C)Oc2ccc(Br)cc2)c(=O)[nH]c1=O (stereo not drawn)
    i	-1.7	9.9%	2.4%	-3.6%	-5.1%	-5.7%	x	-1.1%
CS(=O)(=O)N1CCN(c2ccc(NC(=O)c3ccc(Br)o3)cc2)CC1
    i	-0.6	-10.7%	-0.6%	7.3%	-13.9%	6.3%	-4.4%	-3.7%
Nn1cnn(Cc2ccccc2)c1=S
    i	-1.4	-2.0%	1.7%	-19.9%	22.8%	-0.7%	-5.0%	-0.6%
COc1ccccc1OCCN1C(=O)S/C(=C\c2ccco2)C1=O
    i	-0.7	1.7%[9.22 µM]	7.4%	x	-12.7%	18.2%	0.2%	-0.8%
COc1ccc(C(CCNCc2ccccc2F)c2ccc(F)cc2)cc1 (stereo not drawn)
    i	-5.2	17.6%	-0.1%	19.5%	u	16.0%	1.9%	-49.9%
COc1ccc(C(=O)N2N=C(c3cccs3)CC2c2ccccc2O)cc1 (stereo not drawn)
    i	-15.2	33.9%	7.3%	18.4µM*	u	u	-7.4%	11.2µM*
Cc1ccc(C(C)C)cc1S(=O)(=O)Nc1ccncc1
    i	0.5	-10.8%	0.2%	-2.5%	-0.3%	-1.3%	u	-2.9%
Cc1ccc(SCC(=O)Nc2ccc3c(c2)OCCO3)cc1
    i	1.4	1.0%	2.0%	u	-1.1%	8.8%	0.1%	-12.0%
COc1ccc(O)c(C(=O)c2cnc3c(c2)c(=O)[nH]c(=O)n3C)c1
    i	2.5	-6.2%	7.4%	3.3%	6.9%	-10.3%	1.6%	11.0%
Cc1cc(=O)[nH]c2ccc(Cl)cc12
    i	-7.5	-2.9%	0.0%	-17.9%	14.9%	-2.4%	-7.1%	-23.8%
CN(C)S(=O)(=O)c1cccc(NC(=O)CNCC2CCCCC2)c1
    i	0.2	19.3%	5.1%	8.3%	3.7%	-0.4%	-4.6%	4.7%
